GLP-1R agonist: GLP-1 receptor (human) agonism; P43220; HEK293 GLP-1R CRE-luciferase, luminescence, 4-6 h; cells express a hypersensitive GLP-1R form; Potency, µM (series often up to 45.6 µM), without a hit: top-dose activation, usual class: activators; actives 0.007% (n = 380,000); further: potency means the concentration at half of the fitted maximal effect; % of control where 0% means no effect
PTHR1 ag: PTHR1 (human) receptor agonism; actives 0.075% (n = 410,000); Q03431; AID 743266; HEK293 GP2 PTHR1 cells, GloSensor cAMP luminescence, 1 h; Potency, µM (titrated, usually from 115 µM), without a hit: at the highest dose activation, most hits filed as activators; further: potency means the concentration at half of the fitted maximal effect; nearly all actives have a fitted effect of over 55% in size; some results filed as inactive show a strong effect at the top dose; inactives centre near -15; many of its hits are not listed in these tables
Target sequence (Q03431 whole entry, looked up): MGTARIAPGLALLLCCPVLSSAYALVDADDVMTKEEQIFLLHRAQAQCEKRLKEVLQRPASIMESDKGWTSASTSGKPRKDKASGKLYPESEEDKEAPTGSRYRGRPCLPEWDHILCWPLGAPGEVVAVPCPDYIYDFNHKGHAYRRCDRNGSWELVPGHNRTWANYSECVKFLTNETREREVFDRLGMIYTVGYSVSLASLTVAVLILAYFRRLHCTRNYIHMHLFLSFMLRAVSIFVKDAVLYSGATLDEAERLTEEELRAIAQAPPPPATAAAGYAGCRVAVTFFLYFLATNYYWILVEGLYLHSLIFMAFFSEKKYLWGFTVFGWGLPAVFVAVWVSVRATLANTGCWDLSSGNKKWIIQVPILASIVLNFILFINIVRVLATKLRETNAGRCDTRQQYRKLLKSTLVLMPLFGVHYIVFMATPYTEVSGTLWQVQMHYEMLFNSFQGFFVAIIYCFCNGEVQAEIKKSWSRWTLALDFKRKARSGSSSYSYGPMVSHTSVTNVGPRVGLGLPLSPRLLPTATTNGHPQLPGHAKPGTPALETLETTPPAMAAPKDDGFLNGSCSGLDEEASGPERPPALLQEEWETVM
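HEK-293-derived GP2 cells expressing PTHR1 and a GloSensor cAMP reporter, 3,000/well, plated overnight, given luciferin plus IBMX (each 0.5 mM as added) for 1 h at 37 °C, then compound for 1 h at 37 °C. Luminescence was read after 15 min at room temperature.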
D3 antag: antagonists of human D3 dopamine receptor; actives 2.5% (n = 360,000); D3R cells, DiscoveRx beta-arrestin luminescence, antagonist mode; hits give low values; max response, negative = inhibition, %; in the data active means max response below about -50%; inconclusive means no clear call, values can overlap the other calls; further: on the % scale 0 is the no-effect control and ±100 the full control effect; mostly tested at two doses, the higher about 12 µM
Target sequence (P35462 whole entry, looked up): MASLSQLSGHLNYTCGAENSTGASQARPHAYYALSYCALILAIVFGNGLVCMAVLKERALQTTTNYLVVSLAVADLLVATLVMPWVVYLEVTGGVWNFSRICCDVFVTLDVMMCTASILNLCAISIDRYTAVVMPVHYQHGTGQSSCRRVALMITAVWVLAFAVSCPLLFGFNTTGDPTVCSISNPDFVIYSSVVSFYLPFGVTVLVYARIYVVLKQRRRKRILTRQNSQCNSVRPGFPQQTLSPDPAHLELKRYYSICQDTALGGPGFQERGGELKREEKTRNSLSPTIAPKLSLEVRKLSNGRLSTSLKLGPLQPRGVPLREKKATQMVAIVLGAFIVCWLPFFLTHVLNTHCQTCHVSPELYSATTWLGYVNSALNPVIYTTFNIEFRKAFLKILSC
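Cells plated overnight at 1500 cells/well, then exposed to library compounds with dopamine controls for 90 minutes at 37 degrees C. DiscoveRx reagent added for 30–60 minutes at room temperature; luminescence read, quantitative HTS format.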
TDP-43 yeast inh: inhibitors of TDP-43 toxicity in yeast. TDP-43 expressing yeast growth rescue, BacTiter-Glo, 24 h. Potency, µM (highest dose often 46.1 µM), for the others: at the top dose growth rescue (activation), hits mostly activators. actives 1.8% (n = 410,000). AID 652104; further: potency means the concentration at half of the fitted maximal effect; % of control where 0% means no effect; nearly all actives have a fitted effect of over 50% in size
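Growth rescue of TDP-43-toxic yeast measured as ATP luminescence (BacTiter-Glo). Cells grown to mid-log in raffinose, induced in galactose at OD600=0.02, exposed to compound 24 hr at 30 deg C.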
GLP1R inv ag: inverse agonists of human GLP-1 receptor | HEK293 GLP-1R CRE-luciferase, luminescence, 24 h; GLP-1R form is constitutively active | Potency, µM (top dose mostly 38.3 µM), without a hit: at the top dose activity change, negative = inhibition, hits mostly inhibitors | actives 1.6% (n = 410,000) | AID 624417; further: potency means the concentration at half of the fitted maximal effect; on the % scale 0 is the no-effect control and ±100 the full control effect; nearly all actives have a fitted effect of over 55% in size
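Assay principle: reduced luminescence from a cAMP-responsive reporter in HEK293 cells co-expressing a constitutively active GLP-1R. Conditions: 24 hr compound incubation, 37 deg C, 5% CO2.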
Akt phos inh: blocks phosphorylation of Akt | actives 0.32% (n = 360,000) | activity change, % for hits at 50 µM | Neuro2A IGF-stimulated pAkt S473 HTRF, 20 min; hits give low values; in the data active means activity change below about -80%; inconclusive means mostly about -51% to -80%; further: on the % scale 0 is the no-effect control and ±100 the full control effect
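Neuro2A cells in DMEM with 0.5% FBS, overnight at 37 deg C, given compound at single 50 µM final, then IGF (6 nM final) for 20 min at 37 deg C. Lysed; phospho-Akt Ser473 by HTRF after 24 h, 665/615 ratio.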
FUS yeast rescue: FUS proteinopathy suppression in yeast. S. cerevisiae FUS-expressing, growth rescue, OD600, 24 h. Potency, µM (highest dose often 76.6 µM), without a hit: at the top dose growth rescue (activation), usual class: activators. actives 0.24% (n = 390,000). AID 1347120;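 further: potency means the concentration at half of the fitted maximal effect; plate controls were DMSO vehicle for no effect and reference control for full effect; nearly all actives have a fitted effect of over 55% in size; some results filed as inactive show a strong effect at the top dose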
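Read-out: OD at 600 nm after 24hr at 30C, reporting rescue of FUS-induced yeast toxicity. Cells at OD 0.005 in galactose (2%) minimal medium; compounds tested in a dilution series; CP55940 titration from 92uM final as control.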
aSyn rescue: rescues yeast growth from alpha-synuclein toxicity. AID 652106. Yeast expressing alpha-synuclein, growth rescue, BacTiter-Glo, 24 h. Potency, µM (doses to about 46.1 µM), for the others: at the top dose growth rescue (activation), hits mostly activators. actives 0.14% (n = 370,000); further: potency means the concentration at half of the fitted maximal effect; % of control where 0% means no effect; nearly all actives have a fitted effect of over 65% in size
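Rescue of yeast growth: cells expressing toxic alpha-synuclein, induced in galactose at OD600 0.02, incubated with compound 24 h at 30 C. ATP luminescence quantified growth; inhibitors of toxicity appear as activators.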
Abeta rescue: A-beta toxicity reversal in yeast. AID 1347071. yeast expressing A-beta42, growth rescue, OD600, 48 h; response scale: 0% DMSO, 100% iron-clioquinol control. actives 0.063% (n = 410,000). Potency, µM (titrated, usually from 46.1 µM), inactives show top-dose growth rescue, most hits filed as activators; further: potency means the concentration at half of the fitted maximal effect; nearly all actives have a fitted effect of over 55% in size
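Yeast A-beta toxicity model in growth medium with pinned compounds, 48 h at 30 C; growth read as absorbance at 600 nm. Normalized to FeCl3/clioquinol equimolar mix (positive) and DMSO (negative).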
* marks the source's active call; other numbers are inactive results; i = inactive; u = inconclusive; x = not tested or not shown; [ ] = dose if it differs, or a comment. Unless noted, the call rests on the fitted dose curve; in most records, active means well fitted curve in the direction sought with a large enough effect; inconclusive means small, poorly fitted or top-dose-only effect, or another doubt; inactive means no such curve, though single readings can be large; an effect the other way counts as inactive or inconclusive. Only part of the results is shown; count on the stated rates, not on these rows.

SMILES	GLP-1R agonist	PTHR1 ag	D3 antag	TDP-43 yeast inh	GLP1R inv ag	Akt phos inh	FUS yeast rescue	aSyn rescue	Abeta rescue
CCCCc1ccc(-c2ccc(Br)cc2)nc1	-6%	-19%	11	-4%	23%	i	-8%	-29%	-4%
O=C(CCNC(=O)c1ccc(Br)cc1)NCCCSc1ccccc1	-30%	i	-1	3%	-18%	i	20%	-4%	7%
Cc1cc(C)cc(NC(=O)C2CCN(c3nccs3)CC2)c1	-6%	-23%[57.5 µM]	13	-15%	u	i	44%	-5%	10%
COc1ccc(C2CC(=O)N(CC(=O)Nc3cc(C)ccc3C)c3ccccc3S2)cc1 (configuration not stated)	-7%	-8%	x	17%	-5%	x	-21%	u	-6%
COc1ccc(N(CC(=O)N2CCCCCC2)S(=O)(=O)c2c(C)[nH]c(=O)[nH]c2=O)cc1	9%	11%	0	7%	-11%	i	-18%	1%	-5%
O=C(NC1CCCN(Cc2ccc(Cl)cc2)C1)c1cccc(N2CCCC2=O)c1 (configuration not stated)	0%	-7%	-5	10%	u	i	x	-4%	9%
Cc1c(Cc2ccc3c(c2)OCO3)sc(NC(=O)C(C)(C)C)c1C#N	17%	-79%[inhibitor]	17	1%	-17%	i	-17%	2%	2%
O=C(Nc1cccc(O)c1)C(=O)Nc1ccccn1	-32%[inhibitor]	-77%[inhibitor]	-23	0%	u	i	17%	-13%	-17%
COc1ccc2[nH]c(C)c(CCN3C(=O)C4C5C=CC(C5)C4C3=O)c2c1 (configuration not stated)	8%	i	5	18%	-25%	i	12%	3%	15%
CC1Cc2c([nH]c3ccccc23)C2c3ccccc3CN12 (configuration not stated)	0%	i	19	9%	46%[activator]	i	29%	4%	-46%[inhibitor]
CCc1cccc2c(C(=O)COC(=O)/C=C/c3ccccc3OC)c[nH]c12	4%	-17%	1	-8%	1%	i	21%	0%	-14%
O=[n+]1c2c(n([O-])c3cc(Cl)ccc31)CCCC2	-29%	i	8	28%	-9%	i	1%	0%	4%
O=C(Nc1ccccc1N1CCN(C(=O)c2ccc(Cl)cc2)CC1)c1ccc([N+](=O)[O-])o1	4%	i	27	u	-10%	i	18%	-16%	-3%
CCOP(=O)(C1=C(O)C(=O)C(C(C)(C)C)=CC1=O)c1ccccc1 (configuration not stated)	-1%	-16%	-3	28%	-4%	i	43%	-6%	-11%
COc1cc(C(=O)Nc2ccc3nc(SCc4ccccc4)sc3c2)cc(OC)c1OC	x	i	x	9%	u	x	9%	x	-12%
O=C1C=CC(=Nc2ccc3c(c2)Cc2cc(F)ccc2-3)O1	4%	-4%	-7	u	17%	i	x	-9%	-86%[inhibitor]
Cc1ccc(S(=O)(=O)CCc2nnc(NC(=O)c3ccccn3)s2)cc1	-3%	i	u	0%	1%	i	-9%	25%	u
COc1ccc(NC(=S)N(CCCN2CCCCC2)Cc2cccs2)cc1	1%	-19%	-87*	2%	u	i	18%	7%	3%
Cc1ccccc1CN1CCNC(=O)C1CC(=O)NC1CCCCCCC1 (configuration not stated)	-6%	i	11	-14%	u	i	40%	9%	2%
O=C(NC1CCCCC1)N1CCCC(c2nc(-c3cccs3)no2)C1 (configuration not stated)	7%	-19%[57.5 µM]	3	18%	u	i	-5%	8%	-14%

Just GLP-1R agonist, Abeta rescue and D3 antag, for 4 of the compounds above:
smiles	GLP-1R agonist	Abeta rescue	D3 antag
COc1ccc(C2CC(=O)N(CC(=O)Nc3cc(C)ccc3C)c3ccccc3S2)cc1 (configuration not stated)	-7%	-6%	x
O=[n+]1c2c(n([O-])c3cc(Cl)ccc31)CCCC2	-29%	4%	8
Cc1c(Cc2ccc3c(c2)OCO3)sc(NC(=O)C(C)(C)C)c1C#N	17%	2%	17
O=C(NC1CCCCC1)N1CCCC(c2nc(-c3cccs3)no2)C1 (configuration not stated)	7%	-14%	3

(continued)
SMILES	GLP-1R agonist	PTHR1 ag	D3 antag	TDP-43 yeast inh	GLP1R inv ag	Akt phos inh	FUS yeast rescue	aSyn rescue	Abeta rescue
Cc1ccc(/C=N/NC(=O)c2nnn(-c3nonc3N)c2CNc2ccccc2)cc1	-3%	i	6	3%	-14%	i	24%	6%	18%
O=C(O)c1ccc(N2CCCCS2(=O)=O)cc1	-1%	-2%	13	0%	7%	i	14%	-1%	-2%
CN(C)S(=O)(=O)c1ccc(NC(=O)Cn2nc(-c3ccc4c(c3)OCCO4)ccc2=O)cc1	7%	i	14	4%	16%	i	18%	3%	-1%
NC(=O)CNc1ncc(C(F)(F)F)cc1Cl	2%	i	9	-7%	18%	i	-16%	-3%	1%
Cc1nnsc1C(=O)NC(C)C12CC3CC(CC(C3)C1)C2 (configuration not stated)	0%	i	-19	1%	-20%	i	1%	-16%	-11%
O=S(=O)(NCC1CCCO1)c1cccc(S(=O)(=O)N2CCCC2)c1 (configuration not stated)	10%	-8%	0	9%	4%	i	-17%	0%	21%
Cc1ccc(C)c(Cn2c3ccccc3c3cnn(CC(=O)NCC(C)c4ccccc4)c(=O)c32)c1 (configuration not stated)	x	i	x	9%	8%	x	-28%	x	-15%
O=C1NC(=O)C2(CCCCC2)N1	0%	-60%	-4	8%	9%	i	-16%	-8%	19%
C[C@]12CCC(=O)C=C1CCC1C2CC[C@@]2(C)C1CCC21OCCO1 (some centres not stated)	22%	-27%	10	5%	36%	i	13%	11%	7%
CN(C)CCNC(=S)Nc1cccc(Cl)c1	5%	-28%	0	-12%	-18%	i	12%	-14%	-24%
N#CC(C#N)=CC1=C2OC(c3ccccc3)=CC(c3ccccc3)=C2CCC1	3%	-6%	-19	-12%	0%	i	5%	-2%	2%
COc1cccc(NC(=O)CN(C)C(=O)CCNC(=O)c2ccccc2Cl)c1	0%	i	-9	11%	1%	i	x	0%	-2%
CCCc1c(C(=O)N/N=C/c2ccc3c(c2)OCO3)nnn1-c1nonc1N	21%	i	-30	8%	-9%	i	1%	-5%	6%
C[C@H](CO)N1C[C@H](C)[C@@H](CN(C)C(=O)Nc2ccc(C(F)(F)F)cc2)Oc2c(NS(=O)(=O)c3ccc(F)cc3)cccc2C1=O	9%	-50%[inhibitor]	17	10%	1%	i	u	-2%	-9%
CC1=C(C(=O)N(C(C)C)C(C)C)CC(CC(=O)NCc2ccco2)C(=O)N1CCC1=CCCCC1 (configuration not stated)	0%	-15%	12	20%	-5%	i	23%	-3%	-3%
CCn1ccnc1CN(C)Cc1nc(Cc2cccc(C(F)(F)F)c2)no1	0%	i	18	-5%	u	i	9%	1%	6%
COc1ccnc(Oc2ccc3ccccc3c2)c1C#N	-2%	-14%	-7	5%	43%[activator]	i	x	-6%	-7%
COc1ccc(-c2coc3cc(O[C@@H]4O[C@H](CO)[C@@H](O)[C@H](O)[C@H]4O)ccc3c2=O)cc1	3%	-21%	0	8%	23%	i	-21%	2%	-1%
CCN1CCN(C(=O)N2CCOCC2)CC1	3%	-16%	-5	-29%	-25%	i	9%	-2%	0%
COc1ccc(CN2C(=O)CCC2(C)c2nnnn2Cc2ccccc2)cc1 (configuration not stated)	2%	-6%	0	-5%	15%	i	-5%	0%	-16%
Cc1nc2ccccc2nc1OCc1cccc(Cl)c1	0%	-17%	-10	13µM*	1%	i	-11%	5%	10%
Cc1ccc(C(C(=O)NC(C)(C)C)N(Cc2cccs2)C(=O)c2csnn2)cc1 (configuration not stated)	-3%	i	2	9%	u	i	24%	0%	19%
O=c1onc(-c2ccccc2)n1Cc1ccc([N+](=O)[O-])cc1	-6%	i	16	8.9µM*	5%	i	-9%	0%	0%
O=C(Nc1ccc(-c2ccc3nncn3n2)cc1)C1CCCC1	17%	i	3	-5%	1%	i	29%	-2%	8%
Cc1ccc(CNC(=O)CN2C(=O)C3(SCC(=O)N3c3ccc(F)cc3)c3ccccc32)cc1 (configuration not stated)	-1%	i	x	0%	-3%	x	0%	-4%	3%

Four of the compounds above, with values under each structure.
Below each SMILES: GLP-1R agonist | PTHR1 ag | D3 antag | TDP-43 yeast inh | GLP1R inv ag | Akt phos inh | FUS yeast rescue | aSyn rescue | Abeta rescue
> Cc1nc2ccccc2nc1OCc1cccc(Cl)c1
 : 0% | -17% | -10 | 13µM* | 1% | i | -11% | 5% | 10%
> Cc1ccc(C(C(=O)NC(C)(C)C)N(Cc2cccs2)C(=O)c2csnn2)cc1 (configuration not stated)
 : -3% | i | 2 | 9% | u | i | 24% | 0% | 19%
> O=c1onc(-c2ccccc2)n1Cc1ccc([N+](=O)[O-])cc1
 : -6% | i | 16 | 8.9µM* | 5% | i | -9% | 0% | 0%
> O=C(Nc1ccc(-c2ccc3nncn3n2)cc1)C1CCCC1
 : 17% | i | 3 | -5% | 1% | i | 29% | -2% | 8%

Entries shown so far containing an aryl thioether with sulfur outside any ring (2):
SMILES	GLP-1R agonist	PTHR1 ag	D3 antag	TDP-43 yeast inh	GLP1R inv ag	Akt phos inh	FUS yeast rescue	aSyn rescue	Abeta rescue
O=C(CCNC(=O)c1ccc(Br)cc1)NCCCSc1ccccc1	-30%	i	-1	3%	-18%	i	20%	-4%	7%
COc1cc(C(=O)Nc2ccc3nc(SCc4ccccc4)sc3c2)cc(OC)c1OC	x	i	x	9%	u	x	9%	x	-12%

2 entries from above in another layout.
| structure | GLP-1R agonist | PTHR1 ag | D3 antag | TDP-43 yeast inh | GLP1R inv ag | Akt phos inh | FUS yeast rescue | aSyn rescue | Abeta rescue |
| --- | --- | --- | --- | --- | --- | --- | --- | --- | --- |
| Cc1ccc(CNC(=O)CN2C(=O)C3(SCC(=O)N3c3ccc(F)cc3)c3ccccc32)cc1 (configuration not stated) | -1% | i | x | 0% | -3% | x | 0% | -4% | 3% |
| O=C(Nc1ccc(-c2ccc3nncn3n2)cc1)C1CCCC1 | 17% | i | 3 | -5% | 1% | i | 29% | -2% | 8% |

Source: PubChem BioAssay
